AMA1-RON2 inh: inhibitors of Plasmodium falciparum AMA1-RON2 interaction; AlphaScreen AMA1-biotinylated RON2 peptide binding; Potency, µM (series often up to 58.2 µM), without a hit: at the highest dose activity change, negative = inhibition, most hits filed as inhibitors; 360,000 compounds, 0.2% hits; AID 720542;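 further: potency means the concentration at half of the fitted maximal effect; 0% = vehicle wells and -100% = peptide control; nearly all actives have a fitted effect of over 45% in size; some results filed as inactive show a strong effect at the top dose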
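AMA1 (3D7) with his tag at 25 nM final met compounds first, then biotinylated RON2 peptide at 25 nM; detection used donor plus acceptor beads, 10 µg/mL apiece, read by AlphaScreen after 30 min at room temperature.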
AmpC inh detg: blocks E. coli AmpC beta-lactamase in detergent assay; 370,000 compounds, 0.041% hits; AmpC hydrolysis of nitrocefin, absorbance 480 nm, 0.01% Triton; Potency, µM (series often up to 114 µM), for inactives: at the highest dose activity change, negative = inhibition, hits mostly inhibitors; P00811;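 further: potency means the concentration at half of the fitted maximal effect; 0% = no-compound wells and -100% = no-enzyme wells; nearly all actives have a fitted effect of over 25% in size; some results filed as inactive show a strong effect at the top dose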
Target sequence (P00811 whole entry, looked up): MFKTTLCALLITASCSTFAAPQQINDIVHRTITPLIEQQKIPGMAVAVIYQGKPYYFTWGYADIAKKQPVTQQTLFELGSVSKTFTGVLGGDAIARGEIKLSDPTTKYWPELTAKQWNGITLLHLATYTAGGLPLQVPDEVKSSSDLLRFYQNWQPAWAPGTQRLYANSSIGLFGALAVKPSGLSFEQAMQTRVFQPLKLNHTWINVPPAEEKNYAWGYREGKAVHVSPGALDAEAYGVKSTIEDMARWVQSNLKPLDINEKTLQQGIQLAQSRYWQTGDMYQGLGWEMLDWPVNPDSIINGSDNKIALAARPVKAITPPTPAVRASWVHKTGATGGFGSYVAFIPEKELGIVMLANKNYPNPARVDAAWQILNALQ
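AmpC (5.3 nM in the dispensed reagent) in 20 mM phosphate pH 7.0 with 0.01% (detergent screen) or 0.0001% Triton X-100 was preincubated with compounds for 15 min at room temperature. Nitrocefin was then added from an 800 uM solution, and hydrolysis was followed at 480 nm.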
LmPK inh: blocks Leishmania mexicana pyruvate kinase activity. Q27686. purified LmPK, Kinase-Glo ATP luminescence, 1 h. Potency, µM (doses to about 57.5 µM), for inactives: at the top dose activity change, negative = inhibition, hits mostly inhibitors. 290,000 compounds, 0.37% hits. AID 1721; further: potency means the concentration at half of the fitted maximal effect
Target sequence (Q27686 whole entry, looked up): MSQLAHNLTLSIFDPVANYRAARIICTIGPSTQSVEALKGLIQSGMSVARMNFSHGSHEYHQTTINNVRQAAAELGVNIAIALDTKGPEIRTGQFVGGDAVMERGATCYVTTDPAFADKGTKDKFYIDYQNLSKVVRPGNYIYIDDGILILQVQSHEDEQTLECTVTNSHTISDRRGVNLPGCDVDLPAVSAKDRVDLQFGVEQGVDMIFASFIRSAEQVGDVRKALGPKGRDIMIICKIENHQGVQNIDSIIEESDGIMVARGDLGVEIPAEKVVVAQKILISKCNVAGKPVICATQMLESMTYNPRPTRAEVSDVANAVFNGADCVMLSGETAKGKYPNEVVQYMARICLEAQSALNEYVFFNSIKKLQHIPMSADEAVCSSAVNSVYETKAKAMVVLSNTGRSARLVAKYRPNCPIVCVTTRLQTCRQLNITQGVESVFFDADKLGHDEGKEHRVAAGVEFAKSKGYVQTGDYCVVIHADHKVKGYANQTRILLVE
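Purified LmPK (0.1 nM) converted ADP (0.1 mM) to ATP with PEP (0.5 mM) in imidazole buffer pH 7.2 with KCl and MgCl2, 1 h at room temperature. ATP was read by Kinase-Glo luminescence; data normalized to uninhibited and no-enzyme controls.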
TbPYK inhibitor: blocks Trypanosoma brucei pyruvate kinase; TbPYK enzyme, Kinase-Glo Plus ATP luminescence, 45 min; Potency, µM (series often up to 76.8 µM), for inactives: at the top dose activity, negative = inhibition, usual class: inhibitors; 410,000 compounds, 0.12% hits; further: potency means the concentration at half of the fitted maximal effect; nearly all actives have a fitted effect of over 50% in size
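Activity of T. brucei pyruvate kinase was followed by Kinase-Glo Plus luminescence after the enzyme reacted 45 min at room temperature with 130 uM ADP (final) and substrate. Test compounds were added before ADP at multiple concentrations.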
HCMV inh: human cytomegalovirus inhibition; HFF cells, HCMV-luciferase reporter, 72 h; hits give low values; activity change, negative = inhibition, % at 57.5 µM; 410,000 compounds, 4.5% hits; in the data active means activity change below about -60%; inconclusive means no clear call, values can overlap the other calls; inactive means above about -39%
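HFF cells seeded 16 h at 37C, treated with compounds, infected with luciferase-reporter HCMV at MOI 1 PFU/cell; luciferase read at 72 h post infection, normalized to buffer-only and Salinomycin controls.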
Sm TGR inh: S. mansoni TGR enzyme inhibition. Q962Y6. purified TGR, DTNB reduction, TNB absorbance 405 nm. Potency, µM (doses to about 114 µM), for the others: top-dose activity change, negative = inhibition, hits mostly inhibitors. 360,000 compounds, 3% hits; further: potency means the concentration at half of the fitted maximal effect; nearly all actives have a fitted effect of over 60% in size
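Kinetic colorimetric format: TGR-catalysed, NADPH-driven DTNB reduction monitored via TNB absorbance. Enzyme dispensed at 20 nM; compound exposure 15 min at room temperature before reaction start.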
AmpC inh no detg: inhibitors of E. coli AmpC beta-lactamase without detergent. AID 485341. P00811. Potency, µM (highest dose often 57.1 µM), inactives show top-dose activity change, negative = inhibition, most hits filed as inhibitors. 330,000 compounds, 0.52% hits. AmpC nitrocefin hydrolysis, absorbance 480 nm, 0.0001% Triton;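 further: potency means the concentration at half of the fitted maximal effect; plate controls were no compound for no effect and no enzyme for full effect; nearly all actives have a fitted effect of over 20% in size; some results filed as inactive show a strong effect at the top dose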
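AmpC (5.3 nM in the dispensed reagent) in 20 mM phosphate pH 7.0 with 0.01% (detergent screen) or 0.0001% Triton X-100 was preincubated with compounds for 15 min at room temperature. Nitrocefin was then added from an 800 uM solution, and hydrolysis was followed at 480 nm.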
* marks the source's active call; other numbers are inactive results; ? = inconclusive; nt = no result given; & = joins results of further samples; [ ] = another dose, or the depositor's remark. Unless noted, the call rests on the fitted dose curve; in most records, active means well fitted curve in the direction sought with a large enough effect; inconclusive means small, poorly fitted or top-dose-only effect, or another doubt; inactive means no such curve, though single readings can be large; an effect the other way counts as inactive or inconclusive. Unless noted, on the % scale 0 is the no-effect control and ±100 the full control effect.

SMILES	AMA1-RON2 inh	AmpC inh detg	LmPK inh	TbPYK inhibitor	HCMV inh	Sm TGR inh	AmpC inh no detg
COC(=O)C1=C(c2ccccc2)C[C@@H]2CC[C@H]1N2C(=O)NCCS(C)=O (stereo partly specified)	8%	nt	nt	1%	1	nt	nt
Nc1nonc1C(=O)NCCNCc1cccc(Cl)c1Cl	nt	-4%	nt	2%	-3	-18%	nt
COCC(C)NC(=O)C1CC(=O)N(CCc2ccc(F)cc2)C1 (stereo unspecified)	14%	nt	nt	2%	-2	nt	nt
CCOc1ccc(N2C(=O)CC(Sc3nc(-c4cccs4)cc(C(F)(F)F)c3C#N)C2=O)cc1 (stereo unspecified)	-11%	-13%	2%	3%	1	-1%	-57%
C/C(=N/NS(=O)(=O)c1ccc(C)cc1)c1ccc(NC(=O)C(F)(F)F)cc1	2%	?	-2%	4%	-10	2%	-33%
CN(C)S(=O)(=O)c1cccc(NC(=O)COC(=O)c2cn(-c3ccccc3)nc2-c2ccccc2)c1	-25%	-10%	1%	-8%	?	-9%	-32%
N#Cc1ccc(CN2CCN(c3ccc(S(=O)(=O)N4CCCC4)cn3)CC2)cc1	-7%	-8%	nt	-5%	0	-1%	-18%
O=C(O)Cn1c(C(F)(F)F)nc2ccccc21	-1%	3%	-8%	-3%	63	8%	nt
CCc1ccc(-c2nn(-c3ccccc3)cc2C2SCC(=O)N2Cc2ccco2)cc1 (stereo unspecified)	-17%	?	-7%	-1%	5	8%	14%
Cc1cccc(NC(=O)Nc2ccc3c(c2)CCC3)c1	-1%	0%	-6%	-10%	-9	1%	-46%
COC(=O)c1cc(C)nc2c1c(=O)nc(SCc1cccc(C)c1)n2C1CC1	nt	9%	nt	-1%	27	5%	nt
Cc1cc(-c2ccc(C)c(S(=O)(=O)NCc3ccc(Br)cc3)c2)on1	-6%	1%	-2%	24%	-64*	-1%	-33%
O=S1(=O)CC/C(=N\Nc2ccccc2)c2ccsc21	11%	-1%	2%	6%	-4	nt	-25%
CC(O)C1C(=O)OC2(C)CC(C)(C)NC(=S)N12 (stereo unspecified)	2%	-15%	1%	-5%	25	4%	-16%
COCCCNC(=O)CSc1nc2ccc(N3CCOCC3)cc2c(=O)n1CCc1ccccc1	26%	nt	nt	-16%	29	nt	nt
CN(C)C(Cc1ccc(Cl)cc1)C(=O)c1ccccc1 (stereo unspecified)	9%	-6%	1%	-6%	-19	-5%	-35%
Cc1cc(-c2nnc(SCC(=O)Nc3ccccc3C)n2N)n[nH]1	10%	-3%	0%	-6%	-34	4%	-9%
CCOc1ccc2ccccc2c1C(=O)Nc1cc(=O)n(C)c(=O)n1C	4%	-9%	0%	-2%	6	-10%	-15%
O=S1(=O)NC(C2CC2c2ccccc2)CCO1 (stereo unspecified)	0%	8%	7%	-2%	6	5%	-23%
Cc1ccccc1OCC(=O)Nc1nnc(S(=O)(=O)N(C)c2ccccc2)s1	nt	1%	nt	-3%	14	2%	nt

2 compounds from above, reduced to AMA1-RON2 inh and LmPK inh:
| SMILES | AMA1-RON2 inh | LmPK inh |
| --- | --- | --- |
| O=S1(=O)CC/C(=N\Nc2ccccc2)c2ccsc21 | 11% | 2% |
| CC(O)C1C(=O)OC2(C)CC(C)(C)NC(=S)N12 (stereo unspecified) | 2% | 1% |

The results go on:
SMILES	AMA1-RON2 inh	AmpC inh detg	LmPK inh	TbPYK inhibitor	HCMV inh	Sm TGR inh	AmpC inh no detg
O=C(NCCCN1CCCC1=O)c1cccc(S(=O)(=O)N2CCN(c3ccc(F)cc3)CC2)c1	0%	3%	-13%	-9%	10	-15%	146%[activator]
O=C(CN(C(=O)CCC(=O)Nc1ccccn1)c1cccc(F)c1)NCc1ccc(F)cc1	15%	4%	-8%	2%	-31	-3%	33%
CCc1ccc(N2C(=O)c3cc(N4CCOCC4)c([N+](=O)[O-])cc3C2=O)cc1	nt	?	4%	nt	nt	-6%	-16%
CC(C)c1ccc(NC(=O)CCNS(=O)(=O)c2cccc3nsnc23)cc1	-1%	?	-5%	-2%&0%	3&-25	0%&0%	-17%
CC(=O)OCC(=O)C1(O)CCC2C3CC(C)C4=CC(=O)C=CC4(C)C3(F)C(O)CC21C (stereo unspecified)	0%	nt	nt	1%	47	nt	nt
O=C(NNC(=O)C1CC=CCC1)c1ccccc1Br (stereo unspecified)	64%[activator]	-14%	3%	0%	-4	-9%	-8%
Cc1nc([N+](=O)[O-])cn1CC(=O)c1ccc(Cl)cc1	-1%	?	-3%	4%	-18	4%	-19%
COCCNC(=O)N1[C@H]2CC[C@@H]1C(C(=O)OC)=C(c1ccc(-c3ccccc3)c(F)c1)C2	-11%	10%	nt	1%	-40	-4%	254%[activator]
COc1ccc(Cl)cc1-c1cc(C(=O)NCc2ccc(C(F)(F)F)cc2)[nH]n1	-4%	nt	nt	-1%	-18	nt	nt
COc1ccc(/C(C)=N/NC(=O)CNC(=O)Cc2ccccc2)c(OC)c1	22%	?	4%	4%	-17	22%	2%
Cc1ccc(CNC(=O)COCc2cc(-c3cccs3)on2)cc1	nt	21%	nt	-8%	4	41%[activator]	nt
CC1(C)CC2CC(C)(CN2S(=O)(=O)c2ccc(C(=O)Nc3cc(S(=O)(=O)N4CCOCC4)ccc3Cl)cc2)C1 (stereo unspecified)	15%	-2%	-2%	-3%	18	-6%	?
CCC1(CC)Cc2ccccc2-c2nc(-c3ccccc3)oc(=O)c21	3%	-4%	0%	-9%	nt	-16%	-11%
CCCCC(=O)N/N=C/c1c(O)n(Cc2ccc(F)cc2)c(=O)[nH]c1=O	83%[activator]	5%	2%	-6%	19	?	-41%
COc1ccc(CCn2c3c(c(=O)[nH]c2=O)C(NC(=O)c2ccccc2)(C(F)(F)F)C(=O)N3)cc1OC (stereo unspecified)	nt	23%	nt	0%	6	9%	nt
Cn1c(N/N=C/c2ccccc2)nc2sc3c(c2c1=O)CCC3	13%	3%	-2%	-22%	16	-35%	12%
Cc1nc(-c2ccccc2)nc(Cl)c1Cl	-5%	-19%	-14%	-1%	-17	1%	-20%
CC(C)c1ccc(NC(=O)C2CCCN(S(=O)(=O)c3cnc[nH]3)C2)cc1 (stereo unspecified)	3%	?	5%	1%	10	4%	17%
CC(C)(C)C1(C)OC(C(=O)NC2CCCCC2)C(C(=O)NC2CCCCC2)O1 (stereo unspecified)	2%	0%	-2%	3%	-9	21%	12%
O=C(c1ccco1)N1CCN(c2ncnc3c2nnn3Cc2ccccc2Cl)CC1	0%	-8%	7%	3%	-32	-14%	128%[activator]

Single entries from the entries so far:
AmpC inh detg with `Cn1c(N/N=C/c2ccccc2)nc2sc3c(c2c1=O)CCC3` : 3%
LmPK inh with `CC(C)(C)C1(C)OC(C(=O)NC2CCCCC2)C(C(=O)NC2CCCCC2)O1` (stereo unspecified) : -2%
Sm TGR inh with `Cc1nc([N+](=O)[O-])cn1CC(=O)c1ccc(Cl)cc1` : 4%
AmpC inh no detg with `COCCNC(=O)N1[C@H]2CC[C@@H]1C(C(=O)OC)=C(c1ccc(-c3ccccc3)c(F)c1)C2` : 254%[activator]

(listing goes on)
SMILES	AMA1-RON2 inh	AmpC inh detg	LmPK inh	TbPYK inhibitor	HCMV inh	Sm TGR inh	AmpC inh no detg
O=c1[nH]c(/C(Cl)=C/c2cccc(F)c2)nc2cc(C(F)(F)F)ccc12	-8%	-3%	4%	4%	?	-1%	-26%
CN1CCCN(C(=O)CNC(=O)Cc2ccccc2)CC1	12%	?	0%	-9%	24	2%	-9%
COc1ccccc1NC(=O)CCN1CCCCC1	nt	10%	nt	5%	47	4%	nt
Brc1cc2c(cc1CN1CCN(c3ccccc3)CC1)OCCO2	7.9µM*	5%	-7%	-2%	27	-8%	-4%
Cc1cc(Cl)ccc1OCC(=O)N[C@@H](Cc1ccccc1)c1nc2ccccc2[nH]1	11%	-8%	-7%	-24%	18	-2%	-32%
C=CCC1(CC=C)CCCN1C(=O)c1cc(COc2ccccc2SC)on1	-4%	0%	-7%	1%	-5	6%	-30%
CCOC(=O)C1CCN(C(=O)c2cc3ccc4cccnc4c3[nH]2)CC1	nt	21%	nt	6%	-12	0%	nt
COCCNC(=O)c1ccc(C)cc1C	0%	-2%	2%	-1%	-37	-1%	-22%
CCOc1ccccc1OCCCC(=O)Nc1nc2ccccc2[nH]1	-6%	-7%	5%	0%	49	3%	-22%
Cc1ccc(CNC(=O)C2CCN(C(=O)Nc3ccc(C)cc3)CC2)cc1	-13%	3%	-2%	-1%	-16	8%	3%
COc1cc(NS(=O)(=O)c2cn(C)cn2)cc(OC)c1OC	-4%	1%	3%	-2%	11	7%	-5%
CC(C)c1ccc(N(C(=O)c2snc(C(N)=O)c2N)C(C(=O)NC2CCCC2)c2ccncc2)cc1 (stereo unspecified)	-7%	4%	4%	0%	-5	0%	-6%
O=C(Nc1ccccc1)c1ccccc1O	6%	?	-2%	-8%	-2	-9%	-19%
CCOc1ccc(N2C(=O)c3ccc(C(=O)OCC(=O)N(CC)C4CCS(=O)(=O)C4)cc3C2=O)cc1 (stereo unspecified)	-3%	0%	5%	-4%	-20	-14%	7%
C=CCOC(=O)CSCC(NC(=O)OC(C)(C)C)C(=O)OCC (stereo unspecified)	10%	-2%	0%	2%	32	-9%	10%
Cc1cc(C)cc(NC(=O)NCc2ccccn2)c1	7%	2%	-5%	3%	6	-13%	-9%
O=C(Nc1cccc(N2C(=O)C=CC2=O)c1)c1cccs1	nt	?	nt	nt	-37	0.4µM*	-47%
CC(=O)NC1=NN(C(C)=O)C(C)(c2ccc(C)cc2)S1 (stereo unspecified)	30%[activator]	-5%	-1%	6%	-7	-14%	-5%
Fc1cccc(Nc2cc(-n3cccn3)ncn2)c1	10%	1%	-2%	1%	?	-18%	-18%
CC(C)(CO)NCc1cc(Br)ccc1OCc1ccccc1	-7%	-12%	11%	6%	13	0%	5%
CC(=O)NC(Cc1ccccc1)C(=O)NC1CCN(C(=O)c2cnccn2)CC1 (stereo unspecified)	0%	11%	5%	0%	31	-8%	-5%
CCOC(=O)c1[nH]c2ccc(OC)cc2c1NC(=O)c1ccccc1C(=O)O	-5%	-2%	-11%	8%	47	1%	-8%
Cn1c2ccccc2c(=O)c2c(=O)n(-c3ccccc3)c(-c3ccc(C(C)(C)C)cc3)nc21	-10%	6%	0%	-19%	0	24%	-34%
Cc1nn(C)c(C)c1/C=N/NC(=O)C(C)(C)Oc1ccc(Cl)cc1	6%	-5%	-6%	0%	-25	-7%	54%
Cc1cc(C)c(S(=O)(=O)NCC(=O)O)cc1C	6%	-12%	-4%	1%	11	25%	-31%
Clc1ccc(-c2nc(-c3ccccn3)no2)cc1Cl	6%	-15%	?	2%	66	9%	-12%
